Bioassay records (PubChem BioAssay)
APJ antagonist: antagonists of human apelin receptor APJ, primary screen, CHO-K1 cells, beta-arrestin complementation, luminescence. P35414. inhibition, % at 20 µM. 330,000 tested, 0.32% active. AID 2521, 2010;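 active = inhibition above about 40% at 20 µM, limit read from the data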;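 also: cells challenged with 10 nM apelin-13 agonist together with compound; plate controls were apelin-13 plus DMSO wells for no effect and DMSO wells lacking apelin-13 for full effect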
XBP1 UPR activ: activators of adaptive XBP1 UPR arm, primary screen, cell-based, CHO-XBP1 luciferase reporter, luminescence, uHTS; 330,000 tested, 0.33% active; activation, % at 20 µM; IRE1-XBP1 UPR activation; percent of tunicamycin response, DMSO as zero;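 active = versus positive control, 20 µM dose yields 30% or more activation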;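 also: 100% = tunicamycin at 10 µg/mL and 0% = DMSO only wells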
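Assay system: CHO-XBP1 luciferase reporter cells; Schedule: 6 h treatment, 37 °C; Detection: glow luminescence from Steady-Glo reagent; Benchmarks: high control tunicamycin 10 µg/mL final, low control DMSO vehicle only.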
tim23-1 inh: growth inhibitors of tim23-1 mutant yeast, primary screen, luminescence, uHTS; S. cerevisiae tim23-1 growth, BacTiter-Glo luminescence, 24 h; inhibition, % at 20 µM; 330,000 tested, 1.3% active;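 active = growth inhibition of the mutant yeast at or above 50%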;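 also: temperature-sensitive mutant grown at 25 °C; plate controls were DMSO-treated mutant yeast for no effect and medium wells lacking yeast for full effect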
697 NFkB inh: inhibitors of PMA/ionomycin-induced NF-kB reporter, 697 cells, primary screen, B-cell NF-kB inhibitor project, cell-based, luminescence, uHTS; inhibition, % at 4 µM; 697 B-cell NF-kB luciferase reporter, 16 h; 330,000 tested, 0.33% active; AID 435022, 2010; in the data active = inhibition above about 35%
UPR CHOP act: activators of apoptotic CHOP UPR arm, primary screen, cell-based, CHO-CHOP luciferase reporter, luminescence, uHTS. UPR activation; percent of tunicamycin response over DMSO baseline. activation, % at 10 µM. 330,000 tested, 0.34% active. AID 449763, 2010;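 active = at 10 µM dose, activation of 40% or more, normalized to positive control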;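 also: 100% = tunicamycin at 10 µg/mL and 0% = DMSO alone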
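Dosing – one dose, 10 µM in 0.5% DMSO · System – CHO-CHOP cells, stable luciferase reporter of PERK-eIF2a-CHOP signalling · Input – 500 cells/well · Control set – tunicamycin 10 µg/mL final as positive, DMSO-only wells as negative · Timing – 6 h compound treatment, 37 °C · Measure – % activation vs tunicamycin · Technique – luminescence read with Steady-Glo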
Jurkat NFkB inh: inhibitors of induced NF-kB luciferase reporter, primary screen, TCR NF-kB activation inhibitor project, cell-based, luminescence, uHTS. AID 435003, 2010. inhibition, % at 4 µM. 330,000 tested, 0.53% active. Jurkat, PMA/ionomycin-induced NF-kB luciferase reporter; in the data active = inhibition above about 50%
APJ ag: agonists of human apelin receptor APJ, primary screen, CHO-K1 cells, PathHunter beta-arrestin, luminescence; 330,000 tested, 0.11% active; activation, % at 20 µM; 0% DMSO wells, 100% apelin;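 active = activation more than six SD over the plate average, tested at 20 µM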;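 also: 0% = DMSO alone and 100% = apelin-13 at 10 nM; some results filed as inactive read as strong as hits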
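Test system: CHO-K1 APJ beta-arrestin complementation cell line. Amount: cell density 1000 per well. Controls: DMSO negative, 10 nM Apelin-13 positive. Signal: luminescent beta-gal fragment complementation, chemiluminescent substrate. Read-out basis: agonist-driven arrestin binding to APJ. Timing: compound stimulation 90 min at 25 °C, detection 60 min.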
Mdm2 MdmX PPI: inhibitors of human Mdm2-MdmX association, primary screen, cell-based, luminescence, split luciferase, SaOS-2, uHTS; Protein Mdm4 (Homo sapiens) + E3 ubiquitin-protein ligase Mdm2 (Homo sapiens), …; SaOS-2 split-luciferase Mdm2/MdmX complementation; inhibition, % at 8 µM; 330,000 tested, 3% active; AID 485346, 2010;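 active = inhibition of at least 50% at 8 µM in the primary screen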
Target sequence (O15151 whole entry, looked up): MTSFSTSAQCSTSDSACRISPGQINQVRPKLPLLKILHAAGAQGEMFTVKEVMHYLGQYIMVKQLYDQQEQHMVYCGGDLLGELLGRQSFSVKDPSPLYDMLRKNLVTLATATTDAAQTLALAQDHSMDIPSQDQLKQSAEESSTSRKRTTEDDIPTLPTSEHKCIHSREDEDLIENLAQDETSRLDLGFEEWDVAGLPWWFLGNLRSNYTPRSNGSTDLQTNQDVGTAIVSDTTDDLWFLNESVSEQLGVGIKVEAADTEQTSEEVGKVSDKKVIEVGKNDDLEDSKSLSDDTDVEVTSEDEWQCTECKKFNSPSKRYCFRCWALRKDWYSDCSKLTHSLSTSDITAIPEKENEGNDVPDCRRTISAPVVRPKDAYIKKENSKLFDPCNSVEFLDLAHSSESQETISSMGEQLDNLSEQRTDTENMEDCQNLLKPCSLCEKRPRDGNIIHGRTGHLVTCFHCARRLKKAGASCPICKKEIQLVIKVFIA
Target sequence (Q00987 whole entry, looked up): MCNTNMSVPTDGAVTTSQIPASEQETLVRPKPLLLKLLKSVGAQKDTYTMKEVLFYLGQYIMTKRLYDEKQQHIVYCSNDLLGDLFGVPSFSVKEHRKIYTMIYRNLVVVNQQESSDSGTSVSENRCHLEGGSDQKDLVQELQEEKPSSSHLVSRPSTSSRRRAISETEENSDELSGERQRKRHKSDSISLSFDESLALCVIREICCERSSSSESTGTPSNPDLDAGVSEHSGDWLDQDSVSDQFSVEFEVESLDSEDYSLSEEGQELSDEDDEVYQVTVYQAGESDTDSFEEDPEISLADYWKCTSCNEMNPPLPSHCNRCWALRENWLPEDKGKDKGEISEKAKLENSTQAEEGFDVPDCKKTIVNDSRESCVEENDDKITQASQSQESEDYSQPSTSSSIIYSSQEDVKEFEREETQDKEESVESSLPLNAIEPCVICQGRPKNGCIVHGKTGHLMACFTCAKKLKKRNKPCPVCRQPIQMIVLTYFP
* hit, by the source's call.

SMILES | APJ antagonist | XBP1 UPR activ | tim23-1 inh | 697 NFkB inh | UPR CHOP act | Jurkat NFkB inh | APJ ag | Mdm2 MdmX PPI
Cc1ccc(SCc2[nH]nc3c2C2(C(=O)Nc4ccc([N+](=O)[O-])cc42)C(C#N)=C(N)O3)cc1 (stereo not given) | 9 | -1 | 1 | 17 | -1.2 | 0 | -2 | 11
O=C(O)c1cccc(NC(=O)c2ccc(N3C(=O)c4ccc(C(=O)Nc5cccc(C(=O)O)c5)cc4C3=O)cc2)c1 | 12 | -4 | -1 | 5 | 1.8 | 29 | 0 | 10
Cc1nc2c(c(=O)n1CCC1=CCCCC1)c1nc3ccccc3nc1n2/N=C/c1ccccc1 | -25 | 29 | 28 | 16 | 32 | 14 | 2 | 23
COc1ccc2[nH]cc(CCNC(=O)CS(=O)(=O)Cc3ccccc3)c2c1 | 12 | 7 | 9 | 20 | -1.2 | -9 | 2 | 9
CSc1ccccc1C(=O)NCCc1ccc(S(=O)(=O)N2CCCCC2)cc1 | 22 | 1 | 14 | 15 | -0.4 | 17 | -4 | -4
Cn1ccnc1C(=O)c1ccccc1Cl | 18 | -1 | 3 | 9 | 2.5 | 23 | 1 | -17
CCCCCCC(=O)NNC(=O)CC(=O)Nc1ccccc1C(=O)O | -8 | -2 | 0 | -39 | 1.5 | 0 | 0 | -7
CN=c1scc(-c2ccccc2Br)n1/N=C/c1ccc[nH]1 | -7 | -7 | 22 | 1 | -1.1 | -6 | -1 | 60*
Cc1cc(C)cc(C(=O)N2CCN=C2c2ccccc2)c1 | -1 | 1 | 3 | -8 | -1.8 | 9 | -2 | 17
COc1cc(OC)cc(N(C(=O)c2ccco2)C(C(=O)NC2CCCC2)c2ccc(N(C)C)cc2)c1 (stereo not given) | 9 | -1 | 20 | 7 | -1.7 | -5 | 0 | 20
COCCCNCCOCCOc1ccccc1-c1ccccc1 | 17 | -1 | -8 | -1 | 13 | 9 | -5 | 14
COc1ccc(NC(=O)C(Cc2ccccc2)n2cccc2)c(OC)c1 (stereo not given) | -10 | -3 | 16 | 17 | -0.6 | -5 | -2 | -14
COc1ccc(-n2cnc3scc(-c4ccc(OC)c(OC)c4)c3c2=O)cc1 | 6 | 1 | 41 | 15 | -0.3 | 7 | -1 | 7
CCCOc1ccc(NC(=O)CC2Nc3ccccc3NC2=O)cc1 (stereo not given) | 7 | -1 | 7 | -12 | 1.3 | -6 | -2 | 0
Nc1nc2n(n1)C(c1cccs1)CC(c1ccc(Br)cc1)N2 (stereo not given) | 7 | -1 | 24 | 23 | -0.2 | -8 | -3 | 33
COc1ccc(C2CC2/C(C)=N/OC(=O)c2cccs2)cc1 (stereo not given) | -17 | 2 | 78* | -7 | 2.5 | -11 | -1 | 12
CC(=O)c1ccc(NC(=S)NCCc2ccccn2)cc1 | -12 | 2 | -5 | -16 | 1.2 | -24 | -4 | -14
Cc1ccc(C(=O)Oc2ccc(C(=O)COC(=O)c3cnccn3)cc2)cc1 | -4 | 2 | -15 | 13 | 0.6 | -3 | -2 | -8
O=C(O)CCC(=O)Nc1ccc(SSc2ccc(NC(=O)CCC(=O)O)cc2)cc1 | 19 | 0 | 5 | 12 | 0.0 | -4 | -3 | -13
COC(=O)c1cccnc1-n1c(=O)c2cccnc2n(Cc2ccc(Cl)cc2)c1=O | 2 | 0 | 45 | 0 | -0.6 | 5 | -3 | 1
COC(=O)c1ccc(CSc2nnc(C)s2)cc1 | 19 | 3 | -3 | -4 | 4.2 | -48 | 1 | -23
CCN(CC)CCCCNc1ncc2cc(-c3cc(OC)cc(OC)c3)c(NC(=O)NC(C)(C)C)nc2n1 | 13 | 8 | -7 | 8 | 11 | 75* | 7 | 94*
CCCOc1ccc(Cc2nc(N)nc(N)n2)cc1 | -7 | -3 | 7 | -47 | -2.0 | 8 | 2 | 38
CCOC(=O)n1c(=O)n(Cc2c(Cl)cccc2Cl)c2ccccc21 | 5 | -3 | 48 | 6 | -1.4 | 5 | -2 | 37
O=C1c2ccccc2NC(c2ccccc2Cl)N1N=C1CCCCCC1 (stereo not given) | 12 | -1 | 17 | -97 | 6.8 | -74 | -4 | -39
CC1CCN(CCCNC(=O)c2cc3c(s2)-c2ccccc2OC3)CC1 | 16 | -4 | 13 | 5 | 1.9 | 11 | -4 | 41
COCC(C)OC(=O)C(C#N)c1nc2ccccc2nc1N1CCN(Cc2ccccc2)CC1 (stereo not given) | 0 | -2 | 35 | -5 | -1.0 | -7 | -9 | 42
O=C(NC(Cc1ccccc1)c1nc2ccccc2[nH]1)c1ccc(Cl)c([N+](=O)[O-])c1 (stereo not given) | -5 | 5 | -2 | 10 | 3.0 | -1 | -1 | 15
FC(F)(F)c1ccncc1-c1nnnn1-c1ccc(Cl)cc1 | 15 | -2 | -3 | 13 | 0.1 | 1 | 0 | 37
CN(CC(=O)NCc1cccs1)CC(=O)Nc1ccc(F)c(F)c1F | -23 | -3 | 15 | 14 | 9.4 | 15 | 0 | -2
C=CCSc1nc(=O)n2ccc(C)cc2n1 | 5 | 1 | -3 | -11 | 1.5 | -8 | 0 | -1
Cc1c(NC(=O)CN(c2ccc(F)cc2)S(=O)(=O)c2ccccc2)c(=O)n(-c2ccccc2)n1C | -4 | -3 | 7 | 4 | 0.4 | 3 | 9 | 13
O=C(CCc1nc(-c2ccc(Cl)cc2)no1)NC1CCCC1 | -1 | -1 | 10 | 8 | 1.3 | 9 | -2 | 21
O=C(NCc1ccco1)C12CN(Cc3ccccc3)CC1C(c1ccc([N+](=O)[O-])cc1)=NO2 (stereo not given) | -2 | 0 | 9 | 25 | 0.9 | -2 | 1 | 1
CCCCCCN1C2=NCCN2c2ccccc21 | 0 | 1 | -4 | -3 | 1.2 | 17 | -3 | 32
O=C(C[n+]1cc(-c2ccc(Cl)c(Cl)c2)n2c1CCC2)N1c2ccccc2Sc2ccccc21 | 3 | 2 | -14 | 15 | 1.1 | 3 | -2 | 25
Cc1cc(C)n(CCc2nc(-c3ccc(C)o3)cs2)n1 | 4 | -2 | 14 | -53 | 5.9 | -17 | -6 | -32
O=C(CSC1=NNC(c2ccccn2)S1)Nc1cccc(Cl)c1 (stereo not given) | 26 | 4 | 20 | -49 | 32 | 5 | -1 | -2
Cc1ccc2nc(N3CCN(C(=O)c4ccco4)CC3)sc2c1 | -1 | 0 | 26 | -32 | 6.8 | -46 | 0 | -60
COc1ccc(OC)c2sc(NC(=O)C3CC3)nc12 | 2 | -1 | 41 | 13 | -0.2 | 2 | -1 | -22
O=C(CSc1nnnn1-c1cccc2c1CCCC2)N1CCCC1 | -7 | -1 | 7 | 19 | 0.7 | 10 | 3 | 16
C=CCN(CC=C)Cc1c(O)ccc2c(=O)c(-c3ccccc3)coc12 | 10 | 1 | 12 | -20 | -2.1 | 8 | -1 | 7
Nc1ccc(C(=O)N/N=C\c2cc(N=Nc3cccc4ccccc34)ccc2O)cc1 | 31 | -1 | -3 | -57 | -0.8 | 7 | -5 | 57*
Cc1ccc(C)c(NC(=S)NC(NC(=O)Cc2ccccc2)C(Cl)(Cl)Cl)c1 (stereo not given) | 1 | -3 | 15 | -4 | 0.6 | -1 | -4 | -15
O=C(Nc1ccc(-c2nc3ncccc3o2)cc1)c1ccco1 | -29 | 4 | 33 | -74 | 3.6 | -94 | 1 | -61
CCCN(C(=O)CCc1ccc(OC)cc1)c1c(N)n(Cc2ccccc2)c(=O)[nH]c1=O | 1 | -1 | 4 | 5 | -0.2 | 2 | 1 | -17
CC(=O)Nc1ccc(Nc2nc3ccccc3nc2NS(=O)(=O)c2ccccc2)cc1 | 2 | 0 | 5 | 8 | 0.5 | 9 | -3 | 14
O=C(O)c1cc(NCc2ccccc2C(F)(F)F)ccc1N1CCOCC1 | 10 | -1 | 5 | 29 | 2.9 | 6 | -2 | -32
Cc1ccc(OCCCCCN2CCOCC2)cc1 | 3 | -3 | -5 | 3 | 4.1 | -1 | 4 | 9
CC(C)[C@H](NC(=O)OCc1ccccc1)C(=O)NC(C=O)Cc1ccccc1 (stereo not given in full) | 21 | -6 | 16 | 10 | 1.3 | -5 | 0 | 27
Cc1cc(C)cc(Nc2nc3c([nH]2)c(=O)n(C)c(=O)n3C)c1 | 2 | -1 | 0 | 21 | -0.2 | 15 | 0 | 17
CCCc1cc(=O)[nH]c(SCC(=O)c2cc(C)n(-c3cc(C)on3)c2C)n1 | -6 | -3 | 18 | -19 | 0.3 | -3 | -1 | -14
Cc1ccc2c(c1)N(CC(=O)NCC1CCCO1)C(=O)C(C(C)C)O2 (stereo not given) | 8 | 0 | 0 | 25 | 1.1 | -10 | -3 | -16
Cc1ccc(CNC(=O)NC23CC4CC(CC(C4)C2)C3)cc1 | 4 | 0 | 10 | 2 | 1.0 | 6 | 1 | 20
CCn1c(SCC(=O)N=Nc2c(O)[nH]c3ccccc23)nc2ccccc21 | 7 | -1 | 35 | -5 | 1.8 | 6 | 4 | -39
CCOC(=O)N1CCN(Cc2ccccc2F)CC1 | -10 | 1 | 6 | -21 | -0.2 | -1 | 0 | -30
CCN1C(=O)c2cccc3c(N)ccc(c23)C1=O | -21 | 8 | 29 | -6 | 3.0 | -3 | 3 | 39
O=C(Nc1ccc(OC(F)(F)F)cc1)c1cnc2n(c1=O)CCS2 | 9 | -1 | -8 | -74 | 5.7 | -23 | -3 | -10
CC1(C)C(=O)OC(/C=C\c2cccc([N+](=O)[O-])c2)C(C)(C)C1=O (stereo not given) | -1 | -1 | 13 | -19 | 0.2 | -18 | 2 | -7
Cc1ccc(C(=O)NC2CC3CCCC(C2)N3C(=O)NC2CCCCC2)cc1 (stereo not given) | -1 | 0 | 4 | 30 | 1.1 | -3 | 1 | 19
CN1C(C(=O)NCc2ccccc2)CC2Cn3c(nc4cc(Cl)c(Cl)cc43)C21 (stereo not given) | 12 | 1 | 19 | -2 | 0.8 | -5 | -5 | 5
CCOC(=O)c1cc(-c2ccccc2)n(CC(=O)O)c1C | 14 | -3 | -3 | -4 | -0.4 | -2 | -1 | 18

Three entries out of the list above, arranged by the number in APJ antagonist, lowest first:
molecule | APJ antagonist
Cc1ccc2c(c1)N(CC(=O)NCC1CCCO1)C(=O)C(C(C)C)O2 (stereo not given) | 8
CCOC(=O)c1cc(-c2ccccc2)n(CC(=O)O)c1C | 14
CC(C)[C@H](NC(=O)OCc1ccccc1)C(=O)NC(C=O)Cc1ccccc1 (stereo not given in full) | 21

Two neighbouring entries already listed:
SMILES | APJ antagonist | XBP1 UPR activ | tim23-1 inh | 697 NFkB inh | UPR CHOP act | Jurkat NFkB inh | APJ ag | Mdm2 MdmX PPI
O=C(CSc1nnnn1-c1cccc2c1CCCC2)N1CCCC1 | -7 | -1 | 7 | 19 | 0.7 | 10 | 3 | 16
C=CCN(CC=C)Cc1c(O)ccc2c(=O)c(-c3ccccc3)coc12 | 10 | 1 | 12 | -20 | -2.1 | 8 | -1 | 7

Compounds were not picked by outcome; about 5% have a hit in one of these screens.
